# Screening results: PubChem, Sanford-Burnham Center for Chemical Genomics
# SENP8 block-1 = SENP8 (human) protease inhibition; hit rate 0.64% among 360,000; Q96LD8; inhibition, % at 20 µM; recombinant SENP8, Nedd8 substrate fluorescence; AID 602440; in the data active = inhibition mostly above about 40%, no sharp cut-off; inactive = mostly below about 27%
# A3G deaminase = blocks human APOBEC3G single-stranded DNA deamination; Q9HC16; recombinant A3G, ssDNA deamination FAM/TAMRA fluorescence; inhibition, % at 20 µM; hit rate 0.28% among 330,000; AID 493012;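 active = inhibition of at least 40% at 20 µM, with no more than 30% in the related APOBEC3A deaminase screen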;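 note: plate controls were DMSO wells with A3G for no effect and wells lacking A3G enzyme for full effect; some compounds called inactive have numbers as strong as hits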
# Target sequence (Q9HC16 whole entry, looked up): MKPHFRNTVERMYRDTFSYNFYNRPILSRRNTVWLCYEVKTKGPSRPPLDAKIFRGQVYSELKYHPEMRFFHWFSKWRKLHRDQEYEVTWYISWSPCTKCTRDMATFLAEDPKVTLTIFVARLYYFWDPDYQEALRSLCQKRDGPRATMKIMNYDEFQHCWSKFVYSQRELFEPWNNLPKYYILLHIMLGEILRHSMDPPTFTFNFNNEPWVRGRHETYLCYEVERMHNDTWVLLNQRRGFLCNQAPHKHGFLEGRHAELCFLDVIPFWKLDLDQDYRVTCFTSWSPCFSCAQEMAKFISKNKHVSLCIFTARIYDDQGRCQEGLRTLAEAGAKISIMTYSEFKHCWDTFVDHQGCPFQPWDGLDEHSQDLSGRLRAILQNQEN
# SENP8 block-2 = inhibitors of human SENP8 protease; inhibition, % at 10 µM; Q96LD8; AID 2540; hit rate 1.2% among 330,000; purified SENP8, Z-RLRGG-aminoluciferin cleavage, luminescence; in the data active = inhibition above about 50%
# SENP1 inh = SENP1 (human) catalytic domain inhibition | Q9P0U3 | recombinant SENP1 catalytic domain, CyPet-SUMO1-YPet FRET cleavage | inhibition, % at 10 µM | hit rate 0.21% among 360,000 | AID 624204;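 active = inhibition at least 30% at 10 µM, raw YFP signal under a set limit, fluorescence ratio 0.5 to 1.5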;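 note: 0% = enzyme with DMSO and 100% = no enzyme wells; some results filed as inactive read as strong as hits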
#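 Test system: recombinant human SENP1 catalytic domain, His6-tagged / Medium: pH 8 Tris buffer with EDTA, NaCl, BME, BSA, NP40, catalase / Also added: SUMO1 FRET substrate flanked by Cypet and Ypet, 25 nM / Times: 50 min reaction at room temperature / Signal: FRET, CFP and YFP emission / Control set: no-enzyme low control and enzyme-plus-DMSO high control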
# Apaf1 inhib = inhibitors of human Apaf-1 apoptosome; O14727; reconstituted apoptosome caspase-3 activity, DEVD-Rh110 fluorescence; inhibition, % at 20 µM; hit rate 0.71% among 330,000; active = inhibition of at least 40% at 20 µM;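 note: plate controls were DMSO wells for no effect and DEVD-CHO caspase inhibitor wells for full effect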
#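 detection = Rh110 fluorescence intensity | test system = biochemical Apaf-1 apoptosome reconstitution | also added = cytochrome c and DEVD-Rh110 substrate | schedule = 30 min plus 50 min, RT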
# SENP7 block = blocks the human protease SENP7. inhibition, % at 5 µM. AID 434973. hit rate 1.5% among 330,000. recombinant SENP7, Z-RLRGG-aminoluciferin luminescence, 40 min;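 active = inhibition above about 50% at the single test dose, limit read from the data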;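 note: plate controls were DMSO with enzyme for no effect and no enzyme buffer wells for full effect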
# Target sequence (Q9BQF6 706-1050 limits assumed): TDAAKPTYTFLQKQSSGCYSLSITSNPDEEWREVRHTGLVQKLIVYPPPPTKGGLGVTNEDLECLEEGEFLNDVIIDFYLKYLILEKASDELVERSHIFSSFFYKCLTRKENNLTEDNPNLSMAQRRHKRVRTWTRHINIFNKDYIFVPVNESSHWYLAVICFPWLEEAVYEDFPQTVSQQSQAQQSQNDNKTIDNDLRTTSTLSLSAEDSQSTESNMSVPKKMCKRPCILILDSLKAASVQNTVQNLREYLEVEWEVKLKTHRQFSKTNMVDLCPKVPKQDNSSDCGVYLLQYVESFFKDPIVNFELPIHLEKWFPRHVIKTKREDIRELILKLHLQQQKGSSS
# SENP6 block = inhibitors of human SENP6 protease. Q9GZR1. hit rate 1.8% among 330,000. Recombinant SENP6 catalytic domain, aminoluciferin luminescence. inhibition, % at 10 µM;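 active = inhibition above about 50% at the single tested dose, limit read from the data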;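 note: plate controls were DMSO wells with enzyme for no effect and DMSO wells lacking enzyme for full effect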
# UBC13 inh = blocks human UBC13 polyubiquitin chain formation; P61088; AID 485273; TR-FRET; inhibition, % at 20 µM; hit rate 0.47% among 330,000; in the data active = inhibition above about 45%, passing the limit was not always enough; inconclusive = no clear call, values can overlap the other calls
# Target sequence (P61088 whole entry, looked up): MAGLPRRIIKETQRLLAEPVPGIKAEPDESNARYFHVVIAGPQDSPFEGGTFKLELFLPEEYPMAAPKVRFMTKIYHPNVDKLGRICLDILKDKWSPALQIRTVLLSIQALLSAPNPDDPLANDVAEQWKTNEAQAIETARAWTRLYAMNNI
# Active calls of the source: *; i = inactive; u = inconclusive; x = no result given. Random draw from the library; 3.6% or so of the library scored in one or more.
SMILES,SENP8 block-1,A3G deaminase,SENP8 block-2,SENP1 inh,Apaf1 inhib,SENP7 block,SENP6 block,UBC13 inh
O=C(NCCCN1CCOCC1)c1ccc(Sc2ccc(F)cc2)c([N+](=O)[O-])c1,12,-3,-1,1,-9,-5,-2,2
O=C(Nc1nnc(-c2cccnc2)s1)c1cccs1,-235,-7,9,2,-16,16,-24,4
CCOC(=O)N1CCC(NC(=O)C(NS(=O)(=O)c2cccc3nsnc23)c2ccccc2)CC1 (configuration not stated),-7,-9,-3,-1,12,-3,-7,-13
Cc1ccc(NC(=O)CN(C)C(=O)COC(=O)CNS(=O)(=O)c2ccc(F)c(F)c2F)cc1,20,10,10,4,7,-3,5,-5
CCN(CC)c1ccc(C(=O)N/N=C/c2ccccc2OC(F)F)cc1,-338,-7,-9,-1,23,-10,-15,-18
CC1(C)Cc2noc(N)c2C(C)(C)N1OC(=O)c1cccs1,33,3,-3,0,10,-2,-2,-6
COc1ccc2[nH]c3nc(SCC(=O)Nc4cccc(NC(C)=O)c4)nnc3c2c1,2,1,-3,1,-7,-12,-5,-18
O=C(O)COc1ccccc1/C=N/NC(=O)CSc1nc2ccccc2n1Cc1ccccc1Cl,12,-3,11,2,-3,3,14,-2
CCCCNC(=O)/C(=C\c1ccc([N+](=O)[O-])o1)NC(=O)c1ccccc1,16,-6,-2,5,0,0,-11,-4
Cc1c(NS(=O)(=O)c2cccc(C(=O)O)c2)c(=O)n(-c2ccccc2)n1C,-4,-4,-1,-1,-4,0,-13,0
N#C/C(=C\c1ccccc1Br)C(=O)NC1CC1,-1,-5,-11,1,8,12,-20,2
COc1ccc(Nc2cc(C(=O)NCc3ccco3)c3ccccc3n2)c(OC)c1,13,-8,-6,3,18,2,10,-8
COc1ccccc1C(=O)NCC(=O)OCC(=O)Nc1cccc(S(=O)(=O)N(C)C)c1,0,-3,-3,1,-1,11,-2,8
Cn1cc(/C=C/c2nc3ccccc3c(=O)n2-c2cccc([N+](=O)[O-])c2)c2ccccc21,6,1,-1,-45,15,9,-2,-21
CCOC(=O)c1c(C)[nH]c(C)c1S(=O)(=O)N(C)CC(=O)NCc1cccc(Br)c1,12,-4,-12,0,-3,-15,4,-5
Cc1ccc(OCCn2cc(/C=C(\C#N)C(=O)NCC3CCCO3)c3ccccc32)cc1C (configuration not stated),-35,-3,-5,-55,16,-1,-7,0
COc1ccc(OC)c(CNS(=O)(=O)c2cc(CN3C(=O)c4cccnc4C3=O)ccc2OC)c1,1,-2,4,0,-4,-2,-5,-3
Cc1ccsc1/C=N/Nc1ccc(C(=O)O)cc1,-116,-7,96*,-17,0,99*,97*,2
CCC(=O)Nc1cc(C(=O)O)ccc1Sc1ccc(Cl)cc1,1,7,-4,2,1,7,-16,0
O=C(Nc1ccc2c(c1)OCO2)C1CCN(S(=O)(=O)c2cccs2)CC1,-7,3,7,4,0,9,14,-6

# Full records, quoted from the list.
# CCOC(=O)c1c(C)[nH]c(C)c1S(=O)(=O)N(C)CC(=O)NCc1cccc(Br)c1 reads SENP8 block-1 = 12; A3G deaminase = -4; SENP8 block-2 = -12; SENP1 inh = 0; Apaf1 inhib = -3; SENP7 block = -15; SENP6 block = 4; UBC13 inh = -5
# CCOC(=O)N1CCC(NC(=O)C(NS(=O)(=O)c2cccc3nsnc23)c2ccccc2)CC1 (configuration not stated) reads SENP8 block-1 = -7; A3G deaminase = -9; SENP8 block-2 = -3; SENP1 inh = -1; Apaf1 inhib = 12; SENP7 block = -3; SENP6 block = -7; UBC13 inh = -13
# Cn1cc(/C=C/c2nc3ccccc3c(=O)n2-c2cccc([N+](=O)[O-])c2)c2ccccc21 reads SENP8 block-1 = 6; A3G deaminase = 1; SENP8 block-2 = -1; SENP1 inh = -45; Apaf1 inhib = 15; SENP7 block = 9; SENP6 block = -2; UBC13 inh = -21

# Next section.
SMILES,SENP8 block-1,A3G deaminase,SENP8 block-2,SENP1 inh,Apaf1 inhib,SENP7 block,SENP6 block,UBC13 inh
CCCNC(=O)Cn1c(=O)oc2cc(S(=O)(=O)N3CC(C)CC(C)C3)ccc21 (configuration not stated),18,2,5,2,-7,1,6,-4
Cc1cccc(C)c1NC(=S)N(Cc1cccnc1)Cc1ccccc1Cl,1,-2,6,1,-1,-2,16,1
O=S1(=O)N=C(Nc2nncs2)c2ccccc21,16,-3,-8,-2,-14,7,-24,-4
Cc1ccc(NS(=O)(=O)c2ccc3[nH]c(=O)c(=O)[nH]c3c2)cc1Cl,-51,-2,-2,2,13,2,7,-4
CN(C(=O)c1ccc(NC(=O)C2CCCN(C(=O)OC(C)(C)C)C2)cc1)C1CCC1 (configuration not stated),10,-4,6,1,16,1,4,8
CC(=O)N(C)c1ccc(NC(=S)NCC(C)C)cc1,-3,-6,-9,3,0,-5,-4,-6
COc1ccc(NC(=O)c2sc(N3CCOCC3)nc2-c2ccccc2)c(OC)c1,-22,-7,-2,1,7,0,3,5
CN(C)c1ccc(CNC23CN4CN(CN(C4)C2)C3)cc1,20,-2,2,-2,2,5,3,0
Cc1occc1C(=O)NC(C)CCc1ccccc1 (configuration not stated),8,-2,6,-3,-6,0,3,0
COc1cc2c(C#CCCCO)c(-c3ccc(C#N)cc3)oc(=O)c2cc1OC,-482,-5,-3,-32,-15,3,2,0
O=S(=O)(c1cccc(COc2ccc(Cl)cc2Cl)c1)N1CCOCC1,10,-8,-10,4,22,14,-16,2
O=C(c1cc(NC(=O)C23CC4CC(CC(C4)C2)C3)cc(NC(=O)C23CC4CC(CC(C4)C2)C3)c1)N1CCCCC1,x,3,2,x,16,6,7,-5
Cc1noc(C)c1S(=O)(=O)N1CCC(C(=O)N2CCN(c3ccc(Cl)cc3)CC2)CC1,19,1,-9,1,12,0,2,-2
COc1cc2cc(C(=O)N/N=C/c3ccccc3Cl)[nH]c2cc1OC,-323,-10,1,-5,15,1,-17,7
CCC(C)CCN1CCN=C1Nc1ccccc1 (configuration not stated),14,-3,-3,2,-3,7,-8,2
CCn1cc(C(=O)O)c(=O)c2cc(F)c(N3CCN(S(=O)(=O)c4ccc(Br)cc4)CC3)cc21,x,-10,-2,x,7,1,-1,u
COc1ccc(N2CCN(C(CNS(C)(=O)=O)c3ccco3)CC2)cc1 (configuration not stated),-1,-2,-4,3,-9,0,-1,4
COc1ccc(S(=O)(=O)N2CCC(C(=O)Nc3nnc(C)s3)CC2)cc1OC,-3,-11,4,1,2,-2,7,-6
O=C(CN1CCN(c2ccc(O)cc2)CC1)Nc1ccc2c(c1)OCCO2,6,62*,5,1,-2,8,5,-2
COc1ccc(NC(=O)/C(C#N)=C\c2cc(OC)c(OCc3ccc(C(=O)O)cc3)cc2Br)cc1,15,-1,6,-19,4,-17,-12,-25
Cc1cccc(OCC(=O)NCC(c2cccs2)N2CCOCC2)c1 (configuration not stated),-4,-9,-7,-5,-4,-2,8,-2
O=C(OCc1nc2scc(-c3ccccc3)c2c(=O)[nH]1)c1ccco1,-27,-13,-4,1,4,1,22,2
CC(C)CN(C(=O)CSc1n[nH]c(-c2cccs2)n1)C1CCS(=O)(=O)C1 (configuration not stated),-296,-7,-10,-6,-5,4,9,8
O=C(Nc1cc(C(F)(F)F)ccc1N1CCOCC1)c1cccc(F)c1,10,3,-3,-1,14,6,-5,1
Cc1cc(NC(=O)c2ccc(C#N)cc2)on1,14,-5,-7,2,2,2,-12,-1
CCCCN1C(=O)c2ccc(C(=O)Nc3ccc(C)c(S(=O)(=O)N(C)C)c3)cc2C1=O,13,-3,0,-1,11,2,-2,-11
O=C(Cn1c(O)c(/C=C2\C=Nc3ccccc32)sc1=O)Nc1ccc2c(c1)OCO2,5,0,11,46*,-12,10,2,-11
Cc1ccc(CN2CCNC(=O)C2CC(=O)N(Cc2c(C)nn(C)c2C)C2CC2)o1 (configuration not stated),2,0,4,-2,0,11,3,4
COc1cccc(CNC(=O)c2cc3oc4ccccc4c3n2C)c1OC,9,-8,-4,1,16,1,2,7
CCOC(=O)c1c(NC(=O)c2cc3n(n2)C(C(F)(F)F)CC(c2ccccc2)N3)sc(C)c1C (configuration not stated),-279,-3,-6,9,0,-4,-6,-1
Cc1ccc(C(=O)NNc2c3ccccc3nc3ccccc23)cc1,-128,5,0,-47,11,2,-32,-157
COc1ccc(-c2c(-c3ccc(OC)nc3)c3ccccc3n2C)cc1,i,-1,-3,-90,26,11,4,26
O=C(Nc1ccccc1)c1ccc(NCCN2C(=O)CCC2=O)c([N+](=O)[O-])c1,16,-14,1,3,-4,7,-24,-15
CCOC(=O)C(NC(=O)CC)(Nc1ccc(S(=O)(=O)Nc2onc(C)c2C)cc1)C(F)(F)F (configuration not stated),9,-3,-2,1,-2,2,0,1
COCCSc1nnc(NC(=O)C2CCN(C(=O)c3ccco3)CC2)s1,3,3,-1,-1,3,4,-9,4
O=C(CNC(=S)N(Cc1ccccc1)Cc1ccccc1F)NCCc1ccccc1,1,-5,1,3,22,-10,-12,-6
COc1ccc(C2=NOC(Cn3nc(C(=O)NCc4cccc(Br)c4)cc3-c3ccccc3)C2)cc1 (configuration not stated),13,-7,7,1,19,-1,0,-3
O=C(Cc1ccc(F)cc1)N1CCC(N2CCC(C(=O)N3CCOCC3)CC2)CC1,0,-13,4,-1,-14,6,-6,-2
Cc1ccc(S(=O)(=O)NC(CC(C)C)C(=O)NCC(C)(C)N2CCOCC2)cc1 (configuration not stated),12,10,-6,3,-4,4,-12,-11
Cc1ccc(Sc2cnc(N)nc2C)cc1,-24,-5,-8,3,8,-11,-28,5
O=C(c1ccc2c(=O)n(CC3CCCO3)c(=S)[nH]c2c1)N1CCN(c2ccccc2)CC1 (configuration not stated),6,-3,-9,1,12,-9,2,-13
CCC(C)NS(=O)(=O)c1ccc(-c2csnn2)s1 (configuration not stated),12,-1,7,1,-8,-2,-6,5
Cc1occc1-c1nnc(SCC(=O)N(C)C)o1,12,-3,-4,0,-14,-1,0,5
NC(=O)c1cc(S(=O)(=O)Nc2cccc(Cl)c2)cs1,9,-8,0,1,3,-6,3,6
CCC(C)(C)n1nnnc1C(c1cccs1)N1CCc2ccccc21 (configuration not stated),12,-2,4,-7,11,1,-6,3
CCCCS/C(=C(/C#N)C(N)=O)c1cc2c([nH]1)CCCC2,19,3,6,-51,21,4,-8,-11
CCOc1ccc(NC(=O)COC(=O)Cc2ccc(S(=O)(=O)N3CCOCC3)s2)cc1,3,-1,-15,1,-10,1,-22,-20
Cc1cc(Cl)ccc1OCC(O)CN1C(C)CCCC1C (configuration not stated),x,0,3,x,-5,9,-10,8
Cn1nnnc1SCc1c(F)cccc1F,8,1,1,-1,-8,8,0,-1
Clc1ccc(CSc2nnnn2-c2ccc3c(c2)OCO3)c(Cl)c1,27,-1,-5,1,11,-3,4,-7
C=CCn1c(SCC(=O)c2cc(C)n(CCOC)c2C)nc2sc(C)c(C)c2c1=O,22,-1,3,-1,12,11,3,13
O=C(C[n+]1ccc(C(=O)N/N=C/c2ccc(OCc3ccccc3)cc2)cc1)c1ccccc1,13,-8,-12,-12,26,2,-26,-2
Cc1ccc2c(Cl)cc(Cl)c(OCC(=O)N3CCOCC3)c2n1,-42,-8,0,1,-9,-7,-11,10
Cc1c(C(=O)N2CCN(c3ccccc3F)CC2)oc2c1C(=O)CC(C)(C)C2,18,0,7,0,10,-1,0,-6
COC(=O)c1ccccc1NC(=O)c1ccco1,-11,-9,-12,0,15,-10,-15,0
CC(=O)ON1C(C)(C)CC(OC(=O)c2ccccc2)CC1(C)C,22,-1,-2,2,1,1,-15,0
COc1cc(OC)cc(C(=O)NC2CCSc3ccccc32)c1 (configuration not stated),9,-9,5,0,-6,2,-2,1
O=C(CNC(=O)Cc1ccccc1)NCc1cccc(C(F)(F)F)c1,4,-9,-1,1,-3,7,-12,2
